PP5 inh = PP5 phosphatase inhibitors, primary screen, biochemical, fluorescence | purified PP5c, OMFP substrate fluorescence | Serine/threonine-protein phosphatase 5 (Homo sapiens), P53041 | 0.18% of 320,000 active | inhibition, % at 6.7 µM | AID 1987, 2009;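 active = inhibition above the campaign's mean inhibition across all tested compounds plus 3 SD, cut at about 9.5% in these data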;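 note: 0% = DMSO only and 100% = 100 µM cantharidin control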
Target sequence (P53041 whole entry, looked up): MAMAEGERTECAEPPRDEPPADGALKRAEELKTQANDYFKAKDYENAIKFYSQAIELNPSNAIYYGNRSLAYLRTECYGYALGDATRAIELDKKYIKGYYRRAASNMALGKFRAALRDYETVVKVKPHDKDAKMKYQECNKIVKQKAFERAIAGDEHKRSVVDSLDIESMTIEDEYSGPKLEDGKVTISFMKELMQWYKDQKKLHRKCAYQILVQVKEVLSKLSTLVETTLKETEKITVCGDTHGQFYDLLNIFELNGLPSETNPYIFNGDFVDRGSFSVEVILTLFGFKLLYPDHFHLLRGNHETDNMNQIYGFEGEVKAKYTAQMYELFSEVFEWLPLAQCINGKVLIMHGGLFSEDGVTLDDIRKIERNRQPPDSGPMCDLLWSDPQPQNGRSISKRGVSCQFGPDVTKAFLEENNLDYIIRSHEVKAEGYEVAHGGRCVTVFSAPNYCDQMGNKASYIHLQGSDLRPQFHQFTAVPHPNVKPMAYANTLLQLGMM
Efflux pump mplx = inhibitors of Candida efflux pumps in yeast, primary screen, S. cerevisiae, Nile Red, multiplex. inhibition, % at 10 µM. S. cerevisiae Candida pump triplex. 0.44% of 330,000 active;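 active = plate passing quality check with inhibition over a set limit, or well fluorescence over plate mean plus 4 SD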;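 note: Nile Red retained in pooled yeast measured as flow cytometry median fluorescence; 0% = buffer negative control and 100% = Enniatin B positive control; higher means more Nile Red kept so more efflux inhibition; some compounds called inactive have numbers as strong as hits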
PP1 counter = PP1-alpha phosphatase inhibitors, primary screen, counter-screen for PP5 inhibitor project, biochemical, fluorescence, OMFP substrate, single point; Serine/threonine-protein phosphatase PP1-alpha catalytic subunit (Homo sapiens), P62136; purified PP1alpha; inhibition, % at 6.7 µM; 0.9% of 320,000 active; AID 2235, 2010;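 active = inhibition above the mean inhibition of all tested compounds plus 3 SD, computed separately for each screening campaign, cut at about 15% in these data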
procasp7 counter = procaspase-7 activators, primary screen, counter-screen for procaspase-3 activator project, biochemical, absorbance, HTS, human. Caspase-7 (Homo sapiens), P55210. recombinant procaspase-7, Ac-DEVD-pNA absorbance 405 nm; D23A/D198A/D206A triple mutant, cannot self-cleave; scale: DMSO 0, 5 µM enzyme 100. activation, % at 8.5 µM. 0.093% of 330,000 active;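 active = percent activation above the screen-wide mean plus 3 SD, cut at about 25% in these data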
Target sequence (P55210 whole entry D23A/D198A/D206A): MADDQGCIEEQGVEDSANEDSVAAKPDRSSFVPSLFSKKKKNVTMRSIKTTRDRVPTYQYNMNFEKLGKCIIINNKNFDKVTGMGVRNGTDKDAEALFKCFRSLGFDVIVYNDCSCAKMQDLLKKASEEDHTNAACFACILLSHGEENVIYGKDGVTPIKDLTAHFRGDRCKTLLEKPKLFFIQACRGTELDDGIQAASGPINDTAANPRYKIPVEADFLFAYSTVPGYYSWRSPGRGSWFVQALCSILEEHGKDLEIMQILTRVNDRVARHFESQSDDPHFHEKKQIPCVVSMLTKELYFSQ
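Assay system: Uncleavable procaspase-7 mutant enzyme | Input: 2 µM procaspase-7 mutant as dispensed | Timing: 1 h compound preincubation, 2 h substrate cleavage, 25 °C | Repeats: One well per compound | Control set: DMSO wells as 0%, DMSO with 5 µM added PC-7 as 100% | Technique: Epi-absorbance of released pNA at 405 nm, two timepoints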
procasp3 activ = activators of human procaspase-3 D3A mutant, primary screen, biochemical, absorbance, PC-3 D3A mutant, single concentration. Caspase-3 (Homo sapiens), P42574. recombinant procaspase-3 D3A, Ac-DEVD-pNA absorbance 405 nm. activation, % at 8.5 µM. 0.11% of 330,000 active;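 active = activation above the mean of all tested compounds plus 3 SD, cut at about 21% in these data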;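 note: 0% = DMSO alone and 100% = DMSO wells spiked with extra 5 µM PC-3 D3A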
Target sequence (P42574 whole entry D9A/D28A/D175A): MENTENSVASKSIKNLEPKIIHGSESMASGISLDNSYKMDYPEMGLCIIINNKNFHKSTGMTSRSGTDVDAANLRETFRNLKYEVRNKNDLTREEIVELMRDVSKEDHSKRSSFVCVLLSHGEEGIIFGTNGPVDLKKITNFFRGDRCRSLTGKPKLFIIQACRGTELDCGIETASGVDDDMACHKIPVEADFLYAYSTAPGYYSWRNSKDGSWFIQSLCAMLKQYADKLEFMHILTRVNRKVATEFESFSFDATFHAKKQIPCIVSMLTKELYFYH
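Compound: 8.5 µM single point, 0.8% DMSO / Material: Autoprocessing-dead procaspase-3 D3A mutant enzyme / Timing: 1 h preincubation plus 2 h reaction at 25 °C / Medium: Zinc-free HEPES/NaCl buffer with 0.01% Triton X-100 at pH 7.4 / Technique: 405 nm absorbance of p-nitroaniline, reads at 0 and 120 min / Repeats: one well per compound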
TPT1 inhibitor = Candida albicans TPT1 enzyme inhibitors, primary screen, biochemical, fluorescence polarization; 0.81% of 300,000 active; recombinant caTPT1, FP RNA substrate dephosphorylation; tRNA 2'-phosphotransferase TPT1 (Candida albicans SC5314); inhibition, % at 5 µM;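 active = inhibition above the mean of all tested compounds plus 3 SD, set per screening campaign, cut at about 24% in these data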;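 note: plate controls were DMSO alone for no effect and ferristatin control at 100 nM for full effect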
HCV core dimer = inhibitors of HCV core protein dimerization, primary screen, biochemical, TR-FRET, high-throughput; TR-FRET GST/Flag-core106 dimerization, 1536-well; inhibition, % at 5 µM; 0.33% of 300,000 active; AID 1899, 2009;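 active = inhibition above the mean of all tested compounds plus 3 SD, set per screening campaign, cut at about 45% in these data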
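System: GST/Flag-tagged HCV core106 proteins. Incubation: compound-protein-antibody incubation 4 h at 22.5 °C. Technique: HTRF with 340 nm excitation, 617/671 nm emission. Medium: KF-containing HEPES buffer, pH 7.45, DTT, CHAPS, BSA. Read-out: inhibition (%) from 671 over 617 nm ratio. Also added: Eu(K)-anti-GST 90 ng/mL plus XL665-anti-Flag 1 µg/mL.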
Fh CTSL1 inh = Fasciola hepatica cathepsin L1 inhibitors, primary screen, counter-screen for PFM18AAP inhibitor project, biochemical, QFRET, fluorogenic peptide substrate. inhibition, % at 5.96 µM. AID 1906, 2009. 0.49% of 300,000 active. recombinant F. hepatica cathepsin L1, Z-Leu-Arg-MCA fluorescence;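 active = inhibition above the mean of all tested compounds plus 3 SD, set per screening campaign, cut at about 17% in these data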;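 note: 0% = plate median of test compound wells and 100% = 1 µM Z-Phe-Ala-diazomethylketone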
GASC-1 inh = inhibitors of GASC-1 histone demethylase, primary screen, biochemical, fluorescence, DELFIA europium. Lysine-specific demethylase 4C (Homo sapiens), Q9H3R0. GST-JMJD2C(1-420) H3K9me3 demethylation. inhibition, % at 2.35 µM. 0.069% of 330,000 active. AID 2099, 2009;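 active = more than half of a compound's replicate wells show inhibition beyond 50%, single wells judged on their own value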;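 note: signal counts dimethyl H3K9 product captured on neutravidin plate; 0% = median of DMSO wells and 100% = 0.3 times that DMSO median; strong numbers were not always called active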
Numbers without * were called inactive; x = no result given. Rows were taken by chance; overall some 2.9% were active at least once.

SMILES	PP5 inh	Efflux pump mplx	PP1 counter	procasp7 counter	procasp3 activ	TPT1 inhibitor	HCV core dimer	Fh CTSL1 inh	GASC-1 inh
Cc1onc(-c2c(F)cccc2Cl)c1C(=O)Nc1ccccc1N1CCOCC1	3.4	0.4	-2	10	3	2	2	3	9
CC(Oc1cccc(Cl)c1)C(=O)Nc1ccc(S(=O)(=O)N(C)C2CCN(C)CC2)cc1 (stereo not given)	-0.3	0.0	-1	3	-5	x	x	x	-2
O=C(c1cccs1)c1coc2ccc(O)cc12	0.9	-0.1	1	7	4	1	-2	0	-7
OCc1ccc(-c2nn(Cc3ccccc3)c3ccccc23)o1	3.3	-0.1	1	1	7	1	0	2	33
Nc1cc2ccncc2c2ccccc12	1.0	0.8	0	-28	-18	-5	-2	9	7
Cc1ccc(Cn2nnc3c(=O)[nH]c(C4CCN(S(=O)(=O)c5cc(C)ccc5C)CC4)nc32)cc1	3.7	0.0	28*	5	-4	1	38	4	-6
O=C(OCC(=O)N1CCCC1=O)c1cc2ccccc2o1	-1.5	0.1	-3	7	6	x	x	x	6
Cc1ccc(-c2cnc(-c3ccccc3C(=O)O)o2)cc1	0.8	0.0	0	-8	1	-1	-5	0	-7
Cc1ccc(-c2csc(NCCn3c(C)nc4cc(C(F)(F)F)ccc43)n2)cc1	x	-0.2	x	-5	-3	x	x	x	-8
CCOc1ccccc1N1CCN(Cc2cccc(OC)c2OC)CC1	-1.3	-0.1	0	-6	8	-4	6	0	-5
O=C(Nc1ccc(Br)cc1F)c1ccc2c(c1)OCCO2	1.6	-0.2	2	-5	-2	4	-8	8	9
O=C(NC(=S)N1CCCCCC1)c1cccc([N+](=O)[O-])c1	0.6	-0.3	1	-1	3	x	x	x	5
CC(=O)Nc1ccc(S(=O)(=O)N(C)c2ccc(OCCOc3cccc(C)c3)cc2)cc1	x	0.2	x	12	2	x	x	x	0
COC(=O)C1CCN(c2cc(=O)n(-c3ccc(OC)cc3)c(=O)[nH]2)CC1	4.2	0.2	4	-3	-3	-2	-5	-1	-7
CCOc1ccc(/C=N/Nc2cc(N3CCOCC3)nc(C)n2)c(O)c1	0.9	-0.2	5	-13	-25	2	-5	1	-4
CCC1=Nc2cc(C(=O)N3CCCCC3)ccc2Sc2ccc(C)cc21	3.2	0.0	6	-3	4	1	9	-9	0
O=C(CSc1nnc(COc2ccccc2)o1)N1CCCCC1	-0.7	-0.1	2	4	-8	2	-11	1	8
CC(=O)Nc1cccc(-c2csc(NCc3ccco3)n2)c1	1.2	0.1	-3	-10	-2	3	-5	0	-1
CC(=O)NC/C(C)=N\Nc1ccc([N+](=O)[O-])cc1	-2.3	-0.1	0	18	-2	32*	16	0	-35
O=C(NCc1c(Cl)cccc1Oc1ccccc1)c1ccccc1	2.4	0.0	-2	6	-2	1	7	3	3
Cc1c(C)n(Cc2ccccc2)c2ccc(C(=O)OCCCN(C)C)cc12	4.1	-0.1	4	9	0	-1	-4	7	-1
CC1CCN(C(=O)CN2C(=O)C(=O)N(C(C)C)C2=O)c2ccccc2S1 (stereo not given)	1.7	-0.2	1	4	-5	x	x	x	x
O=C(N=C1SC2CS(=O)(=O)CC2N1c1ccccc1F)C1CCCCC1 (stereo not given)	-2.4	-0.1	-3	8	2	1	0	-1	5
CN(C)c1ccc(/C=[N+](\[O-])C2SC(=S)N(C)C2(C)C)cc1 (stereo not given)	-0.5	0.0	-4	6	-18	-4	-7	1	-3
O=C(CN1C(=O)c2ccccc2C1=O)OCC(=O)N1CCc2ccccc2C1	-0.2	0.0	0	0	12	1	-5	-5	5
CCOC(=O)c1sc(Nc2ccc(Br)cc2)nc1C	3.7	-0.1	3	-4	7	3	18	5	63
CC(C)NS(=O)(=O)c1ccc(OCC(=O)NCc2ccccc2)cc1	0.5	0.0	-1	9	-13	1	-4	5	-3
COc1ccc(C(=O)NC2CCN(C(=O)Nc3ccc(F)cc3)CC2)cc1	0.5	-0.1	0	1	2	0	-7	-3	-16
Cc1c(C=O)c2ccccn2c1C(=O)c1cccs1	-1.8	1.0	-2	-1	1	-22	9	0	-7
C[C@@]12C(=O)N(c3cccc(Br)c3)C(=O)N1[C@H](c1ccc(Cl)cc1)[C@@H]1C(=O)N(C3CCCCC3)C(=O)[C@@H]12	9.7*	0.0	5	-5	6	0	27	1	-3
COc1ccc(N2CCN(C(=O)COc3ccc(S(=O)(=O)N4CCOCC4)cc3C)CC2)cc1	3.2	0.1	1	-2	-2	-1	10	-2	9
O=C1c2ccccc2-c2c1cccc2C(=O)N1CCCCC1	2.4	-0.1	-2	-1	1	1	-4	-4	-3
COc1cc([N+](=O)[O-])cc(/C=N/NC(=O)c2cc(C)nc3ccccc23)c1O	-1.3	0.1	4	-4	-3	18	-7	1	14
COc1cc2[nH]c(=S)n(Cc3cccs3)c(=O)c2cc1OC	2.8	0.1	2	-1	-6	1	5	2	-3
COc1ccc(NC2=Nc3cccc4cccc2c34)cc1	0.4	-1.7	1	-4	-4	26*	-15	9	7
O=C(CNC(=O)c1ccccc1F)OCC(=O)N1CCCCC1	0.9	-0.1	-3	3	8	-1	-3	-4	-7
CN(CCCN1CCOCC1)C(=O)c1cc(COc2ccc(F)cc2F)on1	3.0	0.0	-4	-2	1	-1	11	-8	-17
O=S(=O)(/N=C(/c1ccccc1)N1CCOCC1)c1ccc(F)cc1F	x	0.1	x	7	2	x	x	x	6
CCc1ccccc1NC(=S)N(CCCN(C)C)Cc1cc2cc3c(cc2[nH]c1=O)OCO3	0.2	-0.4	-4	-3	3	-3	2	4	21
CCc1ccc(C(=O)c2cc3ccc(O)cc3oc2=O)cc1	0.8	0.1	-2	-10	-2	-1	6	-4	-22

Looked up above.
CN(CCCN1CCOCC1)C(=O)c1cc(COc2ccc(F)cc2F)on1 in PP5 inh shows 3.0
COc1cc([N+](=O)[O-])cc(/C=N/NC(=O)c2cc(C)nc3ccccc23)c1O in GASC-1 inh shows 14

Carrying on.
SMILES	PP5 inh	Efflux pump mplx	PP1 counter	procasp7 counter	procasp3 activ	TPT1 inhibitor	HCV core dimer	Fh CTSL1 inh	GASC-1 inh
Cc1ccc(-c2cc(C(=O)O)n(-c3ccc(S(N)(=O)=O)cc3)n2)cc1	-1.1	-0.2	8	-2	5	1	3	3	0
CCOC(=O)C1(CC2CCCCO2)CCN(Cc2c(C)cc(C)cc2-n2cccn2)CC1 (stereo not given)	0.1	0.1	-4	2	5	-2	2	-1	-45
N#Cc1ccccc1-n1c(N)c(C(=O)N2CCCC2)sc1=S	4.9	0.3	0	-31	-12	4	5	2	-4
CCOc1ccc(CCNC(=O)COC(=O)Cc2ccc(F)cc2)cc1OCC	2.0	0.1	-4	-1	0	1	3	-8	-14
O=C(NC(=S)NCC1CCCO1)c1ccccc1[N+](=O)[O-] (stereo not given)	3.0	0.1	-3	12	-2	3	1	0	-20
COCCC(=O)N1CCCC(CNS(=O)(=O)c2ccc(OC)cc2)C1 (stereo not given)	-3.1	0.0	-7	-4	3	-3	0	-2	12
O=c1cc(-c2ccccc2)nc(Sc2ccc([N+](=O)[O-])cc2[N+](=O)[O-])[nH]1	4.3	0.0	-1	-1	-8	-1	7	2	-10
COc1ccc(SCCCn2c(=O)c3c(ncn3C)n(C)c2=O)cc1	3.8	0.0	2	3	2	-1	-1	0	-1
CN(C)/C=C1\Oc2ccc3ccccc3c2C1=O	0.3	-0.1	2	5	-2	0	-5	0	-1
CCC(C)(C)NC(=O)c1cc([N+](=O)[O-])ccc1N1CCOCC1	1.5	-0.5	-1	-13	1	-1	-12	1	-2
Cc1ccc(Oc2nc(-c3ccccc3)ncc2S(C)(=O)=O)cc1	3.6	0.0	4	11	-4	1	2	1	23
COc1ccc(-c2cc3ccccc3n2CC(O)Cn2nc(C)cc2C)cc1 (stereo not given)	1.9	0.1	1	-6	1	-2	1	-2	0
Cc1ccnc(NC(=O)CCC(=O)c2cc(C)sc2C)c1	3.4	-0.1	-4	7	-5	17	-4	0	14
O=C(COC(=O)CC1CCS(=O)(=O)C1)Nc1ccc(F)cc1 (stereo not given)	x	0.2	x	-5	-9	x	x	x	0
Cc1nc(C(=O)N2CCCC(N3CCN(c4ccccc4C)CC3)C2)cs1 (stereo not given)	0.9	0.0	-5	7	-2	-1	-6	-2	4
COc1ccc(S(=O)(=O)N2CCN(C(=O)c3cccs3)CC2)cc1OC	0.8	-0.1	-1	0	9	3	2	3	-9
O=C(CC(=O)Nc1ccccc1C(=O)O)NNC(=O)Cc1ccccc1	-1.3	0.1	-2	0	3	-2	-3	-2	4
CN(Cc1ccccc1)C(=O)COc1cc(=O)n(C)c2ccccc12	-0.2	0.0	3	16	-8	-2	-1	1	-7
Cc1noc(C)c1-c1nc(CS(=O)(=O)c2ccc(F)cc2)no1	1.6	0.1	3	11	5	-1	1	-1	-3
O=C(N/C(=C\c1cccc(Br)c1)C(=O)N1CCCCC1)c1ccco1	1.4	-0.2	-1	-3	2	-3	2	4	-10
CCS(=O)(=O)N1N=C(c2cccc(NS(C)(=O)=O)c2)CC1c1cccs1 (stereo not given)	-0.5	-0.1	1	-1	4	1	0	3	0
COc1ccc(CN2CCCC(C(=O)Nc3cccc(-n4cccn4)c3)C2)c(F)c1 (stereo not given)	2.8	0.2	1	-1	8	-1	2	3	4
O=C1Nc2ccccc2N(O)N1c1cc(-c2cccc(Cl)c2)no1	1.9	0.2	3	-2	5	-1	4	-4	13
CCOC(=O)Nc1sc2nc(C)cc(C)c2c1-n1cccc1	3.5	0.1	3	12	-5	-2	2	5	-6
CSc1cc(-c2ccncc2)nc(-c2ccc(Cl)cc2)c1	-0.3	-0.2	-1	-9	-10	0	9	0	41
O=C(Cc1ccccc1)N1CCc2[nH]nc(-c3ccccc3)c2C1	1.5	-0.2	0	0	-3	-4	-5	-2	0

Compound activity: PubChem, several laboratories
